LMPTP block: LMPTP (human) inhibition; AID 651560; actives 0.22% (n = 360,000); recombinant LMPTP-A, OMFP fluorogenic substrate, fluorescence intensity; P24666; inhibition, % at 20 µM;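 active = compounds that cut the enzyme signal by at least half of the control window in the single-dose screen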;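 also: plate controls were DMSO wells with enzyme plus substrate for no effect and substrate without enzyme for full effect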
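test system = LMPTP-A | amount = 0.625 nM LMPTP-A final | reagent = fluorogenic phosphatase substrate OMFP at 400 µM final | incubation = 50 min at room temperature | benchmarks = no-enzyme low control, uninhibited high control | medium = Bis-Tris pH 6.0, DTT, detergent | signal = fluorescence intensity of OMFP turnover product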
Scp1 inh: Scp-1 (human) phosphatase inhibition; Q9GZU7; inhibition, % at 20 µM; actives 0.88% (n = 340,000); Recombinant Scp1, phosphopeptide, malachite green phosphate absorbance; AID 493091;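 active = inhibition above about 50% at 20 µM, limit read from the data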;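 also: plate controls were DMSO wells with enzyme for no effect and wells lacking enzyme for full effect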
Target sequence (Q9GZU7 76-261 limits assumed): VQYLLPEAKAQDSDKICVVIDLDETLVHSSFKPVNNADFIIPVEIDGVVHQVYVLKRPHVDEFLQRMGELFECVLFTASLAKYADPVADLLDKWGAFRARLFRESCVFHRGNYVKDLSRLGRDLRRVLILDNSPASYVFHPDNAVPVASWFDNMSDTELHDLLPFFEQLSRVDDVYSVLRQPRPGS
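Times: enzyme reaction 45 min at room temperature, colour 5 min, stabilisation 30 min. Material: SCP-1 catalytic fragment, aa 76-261. Medium: Acidic Tris acetate buffer with magnesium and detergent. Signal: colorimetric free-phosphate detection, absorbance 630 nm. Read-out basis: % inhibition of SCP-1 phosphate liberation. Reagent: Phosphorylated 17-residue peptide substrate.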
SUMO1 PPI mod: modulators of human SUMO1-mediated protein-protein interactions; P63165; SUMO1 binding to a labelled peptide, TR-FRET, 1 h; inhibition, % at 20 µM; actives 0.33% (n = 360,000); in the data active = inhibition above about 37%
SKN-1 block: inhibitors of C. elegans SKN-1; C. elegans VP596 Pgst-4::GFP/RFP ratio, acrylamide-induced, 24 h; inhibition, % at 21.8 µM; actives 0.49% (n = 360,000); AID 624304;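 active = interference check ratio from 0.5 to 1.5 plus GFP to RFP signal ratio inhibition reaching or exceeding a fixed threshold, cut at about 30% in these data, passing the limit was not always enough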; also: some compounds called inactive have numbers as strong as hits
Neddylation inh: cullin neddylation inhibition | actives 0.58% (n = 360,000) | TR-FRET cullin neddylation, biochemical | P61081+Q13564 | AID 651699 | calls only at 25 µM; in the data active = inhibition above about 36%
CendR NRP1 mod: alters CendR peptide binding to human NRP-1; FAM-RPARPAR peptide binding to NRP-1, fluorescence polarization; inhibition, % at 25 µM; actives 0.85% (n = 360,000);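 active = inhibition or corrected inhibition above about 18%, plus a signal ratio from 0.5 to 1.5, limit read from the data, passing the limit was not always enough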; also: strong numbers were not always called active
Target sequence (O14786 whole entry, looked up): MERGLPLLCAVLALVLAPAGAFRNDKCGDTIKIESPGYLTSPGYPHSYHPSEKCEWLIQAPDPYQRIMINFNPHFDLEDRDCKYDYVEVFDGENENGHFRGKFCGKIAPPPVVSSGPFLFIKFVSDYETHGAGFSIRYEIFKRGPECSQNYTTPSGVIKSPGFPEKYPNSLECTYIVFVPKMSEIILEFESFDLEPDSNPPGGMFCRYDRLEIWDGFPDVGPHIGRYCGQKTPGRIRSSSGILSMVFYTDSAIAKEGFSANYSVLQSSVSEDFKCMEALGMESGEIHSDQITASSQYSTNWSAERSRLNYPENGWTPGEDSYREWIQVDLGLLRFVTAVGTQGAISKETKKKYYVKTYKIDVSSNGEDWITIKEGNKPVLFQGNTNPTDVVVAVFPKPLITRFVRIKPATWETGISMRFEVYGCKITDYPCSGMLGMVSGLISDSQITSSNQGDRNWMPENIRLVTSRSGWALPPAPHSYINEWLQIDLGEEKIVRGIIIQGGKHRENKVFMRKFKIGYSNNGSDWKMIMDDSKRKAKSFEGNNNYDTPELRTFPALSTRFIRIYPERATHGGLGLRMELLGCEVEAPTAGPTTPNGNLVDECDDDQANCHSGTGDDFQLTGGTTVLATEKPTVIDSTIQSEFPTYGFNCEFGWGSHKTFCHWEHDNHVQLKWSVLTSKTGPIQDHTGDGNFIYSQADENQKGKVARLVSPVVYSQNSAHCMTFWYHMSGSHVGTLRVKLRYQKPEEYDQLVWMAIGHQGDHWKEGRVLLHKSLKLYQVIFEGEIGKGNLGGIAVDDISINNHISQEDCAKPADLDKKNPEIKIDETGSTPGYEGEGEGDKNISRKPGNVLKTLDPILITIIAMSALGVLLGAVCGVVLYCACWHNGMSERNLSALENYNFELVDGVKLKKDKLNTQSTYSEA
TbMetRS inhib: Trypanosoma brucei MetRS inhibition; purified T. brucei MetRS, ATP depletion, Kinase-Glo luminescence; inhibition, % at 11.9 µM; actives 0.4% (n = 360,000); AID 624268;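 active = inhibition above a per-plate cutoff of the control wells' mean inhibition plus 3 SD, cut at about 5.5% in these data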;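 also: 0% = DMSO wells median and 100% = median of wells with control inhibitor compound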
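Assay system: T. brucei methionyl-tRNA synthetase, purified | Medium: HEPES buffer with MgCl2, KCl, DTT, spermine, BSA, pyrophosphatase | Compound: 11.9 µM single point | Incubation: 15 min enzyme-compound preincubation, 2 h reaction, 10 min detection, 25 °C | Measured by: Kinase-Glo luciferase luminescence reporting remaining unconsumed ATP | Measure: % inhibition normalized to control-well medians | Replication: Singlicate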
DNMT1 inh: blocks human DNA methyltransferase DNMT1; inhibition (reported as % activation of signal), % at 10 µM; DNMT1 molecular beacon, Hinp1I cleavage, fluorescence; actives 0.83% (n = 360,000); in the data active = inhibition above about 50%
NadD inh: NadD (S. aureus) enzyme inhibition. purified NadD enzyme, colorimetric absorbance read-out. inhibition, % at 20 µM. actives 0.78% (n = 360,000). AID 602399; in the data active = inhibition above about 26%; also: some compounds past the cut are filed as inactive
STEP block: inhibitors of human striatal-enriched phosphatase STEP; recombinant STEP, OMFP fluorogenic substrate, fluorescence; inhibition, % at 20 µM; actives 0.25% (n = 360,000);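 active = inhibition at 20 µM, scaled per plate between control wells, above about 37%, limit read from the data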;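 also: 0% = DMSO with enzyme and substrate and 100% = substrate only without enzyme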
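System: STEP (striatal-enriched tyrosine phosphatase) enzyme, cell-free; medium: Bis-Tris pH 6.0 buffer with DTT, detergent; dosing: 20 µM, 1% DMSO; times: reaction 20 min, ambient temperature; detection: fluorescence, 480/540 nm; read-out basis: normalized % inhibition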
* marks the source's active call; other numbers are inactive results; i = inactive; . = no result given; + = active, no number.

SMILES	LMPTP block	Scp1 inh	SUMO1 PPI mod	SKN-1 block	Neddylation inh	CendR NRP1 mod	TbMetRS inhib	DNMT1 inh	NadD inh	STEP block
Cc1nc2ncnn2c(N2CCN(C(=O)Cc3cccs3)CC2)c1C	4.9	20	3	-11	i	-1	-0.4	20	-1	3
O=[N+]([O-])c1cccc2ccc(/C=C/c3ccc(F)cc3)nc12	3.3	0	-17	36*	i	-3	-0.6	-6	-1	2
OCc1cccc[n+]1CCc1ccccc1	-2.5	4	2	19	i	17	0.5	3	6	0
CC(C)(C)C(=O)/C=C(\N)c1ccccn1	0.3	1	-5	-1	i	4	-1.6	2	1	-3
COc1cccc(OCc2nnc(SCC(=O)NNC(=O)C3CCCCC3)n2C)c1	-1.3	-3	1	-6	i	3	-0.1	3	7	-3
CC(C)(C)NS(=O)(=O)c1cc(C(=O)Nc2sccc2C#N)ccc1Cl	14	26	13	23	i	-129	-0.2	-7	-1	-1
O=C(Nc1ncccc1O)c1cc2ccccc2o1	0.2	-7	-12	13	i	-12	-0.5	-7	3	0
Cc1cnc(C)c(N2CCC(C(=O)NCc3cccs3)CC2)n1	-0.8	3	3	18	i	5	-0.3	7	-1	0
CCN(CC)S(=O)(=O)c1ccc(C(=O)NC(=S)N(CCC#N)Cc2cccnc2)cc1	-1.5	3	4	13	i	-9	-0.4	2	10	2
CCN(CC)S(=O)(=O)c1ccc(N2CCCC2)c(NC(=O)Cc2ccccc2)c1	-1.0	-16	-3	-2	i	0	-0.9	-3	-7	-2
O=C(NCCCN1CCOCC1)C(=O)N/N=C/c1c(Cl)cccc1Cl	0.0	-7	-1	-2	i	2	-0.1	1	-4	2
O=C(NCc1ccco1)c1ccc(=O)[nH]n1	-0.1	2	-2	1	i	3	-0.1	22	1	2
CCOC(=O)/C=C/C(=O)Nc1cc(S(=O)(=O)Nc2ccc(OC)cc2)ccc1N1CCOCC1	0.3	-4	-2	3	i	-11	0.0	-3	2	1
CCCOc1ccc(/C=C/C(=O)N2CCOCC2)cc1	0.4	-8	-8	9	i	6	0.3	-2	-3	3
CCC(C)(C)NC(=O)C(c1ccc(C)cc1)N(Cc1ccco1)C(=O)CCC(=O)Nc1nccs1 (stereo unspecified)	0.0	5	0	-36	i	4	-1.1	-3	1	1
CC(C)(C)c1nc2sc3c(c2c(=O)o1)CCCC3	0.9	-5	1	-1	i	-5	-0.4	10	-4	-1
Cc1ccc(-c2nnc(SCC(N)=O)nc2-c2ccc(C)cc2)cc1	-0.8	-5	-27	16	i	1	0.1	0	0	2
O=C(O)c1ccc(N=Nc2c(O)ccc3ncccc23)cc1	15	73*	-13	7	i	30	-0.9	3	-3	16
CCOC(=O)CN(C(=O)COc1nc(C)cc(C)c1C#N)c1cccc(Cl)c1	1.9	0	-4	12	i	5	-0.5	1	-3	0
COC(=O)CCNc1n[nH]c(=O)[nH]c1=O	-1.5	7	-1	-10	i	3	-0.8	3	-1	2
CCOc1ccccc1NC(=O)C1CCN(S(=O)(=O)c2c(C)noc2C)CC1	-0.6	-5	1	3	i	11	0.7	1	-1	-3
CCCS(=O)(=O)c1c(S(=O)(=O)CCC)c2c3ccccc3ccn2c1C(=O)OC	0.4	-15	4	15	i	5	-0.1	-5	-9	9
Cc1ccc2c(c1)N(C(=O)CCC(=O)N1CCOCC1)CC(C)O2 (stereo unspecified)	-1.8	-8	-5	-11	i	4	-0.2	4	7	1
CC1CN(Cc2nc3c(c(=O)n(C)c(=O)n3C)n2CCCc2ccccc2)CC(C)O1 (stereo unspecified)	0.5	-5	-2	3	i	-4	-1.0	2	-6	-2
O=C(COc1ccccc1)NCCc1nc2ccccc2[nH]1	-1.2	0	-2	-3	i	6	1.7	-2	2	-1
O=c1[nH]nc(CNc2cccc(C(F)(F)F)c2)c2ccccc12	-0.1	-6	2	2	i	9	0.1	0	1	1
CC(C)c1onc(C(=O)Nc2cccc(Cl)c2)c1[N+](=O)[O-]	0.2	-9	-7	15	i	1	0.2	-5	1	-2
COc1cccc(OCC(=O)O/N=C(\N)c2ccncc2)c1	0.0	-1	-1	7	i	21	-0.2	0	-4	4
CCC(=O)Nc1nc2ccc(NC(C)=O)cc2s1	-0.4	-8	1	-4	i	8	0.5	-2	0	-5
Cc1ccc2c(c1)N(C(=O)CCC(=O)Nc1ccccc1Cl)CC(C)O2 (stereo unspecified)	-1.1	-15	-1	15	i	17	-0.6	-5	-6	-2
CCCCC[n+]1ccn(C2=C([O-])c3ccccc3C(=O)/C2=N\S(=O)(=O)c2ccccc2)c1	1.8	9	-24	21	i	-5	-2.3	-11	4	6
COC(=O)c1ccccc1-c1c2ccc(=N)cc-2oc2cc(N)ccc12	i	5	i	50	i	145	-0.5	+	6	i
Cc1ccc(-c2nnc(SCc3nc(N)nc(Nc4ccccc4C)n3)n2N)cc1	-0.2	-1	5	-1	i	10	-0.1	-1	1	-7
O=[N+]([O-])c1ccc(N(c2ccccc2)c2ccccc2)cc1	3.4	-14	-6	17	i	-43	1.2	11	-1	4
Cc1cc(C)n(CC(=O)NNC(=O)c2ccc(OC(F)(F)F)cc2)n1	1.0	-1	4	-18	i	-1	-0.3	2	4	1
Cc1cc(C)cc(OCC(=O)Nc2ccc(N3CCN(C(=O)c4ccco4)CC3)cc2)c1	0.6	-2	1	5	i	-8	-0.4	-8	7	2
NS(=O)(=O)c1ccc(NC(=S)N2CCN(c3ccc(Cl)c(Cl)c3)CC2)cc1	1.2	-2	-2	5	i	-5	3.8	1	5	6
CCOC(Cn1c(-c2ccc(OC)cc2)nc2ccccc21)OCC	1.4	-5	2	2	i	3	-1.1	7	-1	-2
Cn1c(=O)c(S(=O)C2CCCCC2)c(O)c2ccccc21 (stereo unspecified)	-0.9	-14	-3	-12	i	10	-0.9	1	-11	0
CC1CCCC(C)N1c1nnc(NC(=O)c2cc(-c3ccc(Br)cc3)on2)s1 (stereo unspecified)	-0.9	6	3	0	i	-9	-0.5	20	41*	2
Nc1cc(C(=O)OCC(=O)N2CCCC2=O)ccc1Cl	0.9	-3	1	-12	i	1	-0.2	1	-5	-1
O=C(O)c1ccc(N/N=C2/CCCc3ccccc32)cc1	0.8	3	-2	-13	i	0	-1.0	3	-1	-1
O=C(CN(Cc1ccc(Cl)cc1)C(=O)c1csnn1)NCc1ccccc1	-2.7	-7	0	-2	i	9	0.2	0	-6	8
COc1ccccc1N1CCN(C(=O)c2ccc(Cl)c(S(=O)(=O)N3CCCC3)c2)CC1	1.2	22	0	2	i	-6	-1.1	6	-3	2
Cc1cc(NC(=O)c2cc(C)on2)n(-c2ccccc2)n1	0.0	0	4	2	i	-4	-0.5	6	-4	-4
CC(O)(c1cccnc1)c1nc(-c2ccc(S(C)(=O)=O)cc2)cs1 (stereo unspecified)	0.3	.	-5	14	i	-9	-0.2	0	1	-3
Cc1cc(C)c(C#N)c(SCc2ccc(F)cc2)n1	2.5	-3	3	-5	i	6	-0.2	0	-1	2
C[C@@H]1CN([C@@H](C)CO)C(=O)CCCn2nncc2CO[C@H]1CN(C)Cc1ccc2cccnc2c1	0.7	.	-1	6	i	-8	-2.0	6	4	1
Cc1cc(C)n(CC2CC(=O)N(c3ccc(Cl)cc3)C2=O)n1 (stereo unspecified)	0.4	0	6	-14	i	16	-1.2	2	-5	-1
CCc1ccc([C@H]2C(C(=O)O)=C[C@@H](CC3CCCC3)N2S(=O)(=O)c2ccc(C)cc2)cc1	0.6	8	8	2	i	-11	-0.5	14	12	-1
CC(C)C[C@H](NC(=O)c1nc[nH]c1C(=O)N1CCC(C)CC1)C(=O)OC(C)(C)C	-0.4	3	-4	-25	i	-2	-0.5	1	4	1
COc1ccc(N2CCN(S(=O)(=O)c3c(C(=O)N4CCOCC4)c(C)n(C)c3C)CC2)cc1	0.1	-4	0	-4	i	6	-0.5	3	-3	0
CCCOc1ccc(C2C(C(=O)c3ccco3)=C(O)C(=O)N2CCCn2ccnc2)cc1OC (stereo unspecified)	-1.7	.	-5	-8	i	-1	-0.1	-3	6	2
CCOc1cc(-c2c(C#N)c(N)nc3c2CCCC3)ccc1O	0.2	3	6	-6	i	4	0.4	-3	-4	-4
CCOC(=O)c1sc(NCC2CCCO2)nc1C (stereo unspecified)	-0.2	8	-3	-5	i	-11	-0.9	1	1	-2
O=C(O)c1cc2cc(Oc3ccccc3)ccc2[nH]1	-2.8	-10	7	-14	i	-6	-1.1	-4	-1	6
CCN(c1ccccc1)S(=O)(=O)c1ccc(OC)c(NC(=O)CN(C)C)c1	-0.6	12	3	-10	i	14	-1.2	2	-7	-2
CCc1c(C(=O)NC2CCCc3ccccc32)[nH]c(C)c1C(C)=O (stereo unspecified)	1.0	-13	8	4	i	-2	0.1	-2	0	-1
Cc1c(CC(=O)NCCC(=O)O)c(=O)oc2cc3oc4c(c3cc12)CCCC4	-0.1	-7	5	-8	.	-1	0.8	-1	1	0
Cc1ccc2nc(-c3ccccn3)c(NC3CCCC3)n2c1	2.5	-3	-4	14	i	-14	-0.2	3	8	6

Remaining list, next part
SMILES	LMPTP block	Scp1 inh	SUMO1 PPI mod	SKN-1 block	Neddylation inh	CendR NRP1 mod	TbMetRS inhib	DNMT1 inh	NadD inh	STEP block
COc1cccc(C(C)NC(=O)Nc2ccccc2Cl)c1 (stereo unspecified)	-0.8	-7	0	8	i	13	-0.1	-3	1	-4
CC(=O)Cc1ccccc1OCC(=O)O	-2.2	-19	2	-17	i	4	-0.8	2	2	2
CC(C)(C)C(=O)Nc1nnc(SCC(=O)NCc2ccco2)s1	-3.0	-1	3	11	i	-5	-0.8	7	0	-9
Cc1ccc(S(=O)(=O)/C(=C/Cl)NC(=O)c2ccccc2)cc1	-0.1	-1	-3	-4	i	-2	-0.9	5	-6	-4

Shown in markdown: 2 of the compounds above.
| SMILES | LMPTP block | Scp1 inh | SUMO1 PPI mod | SKN-1 block | Neddylation inh | CendR NRP1 mod | TbMetRS inhib | DNMT1 inh | NadD inh | STEP block |
| --- | --- | --- | --- | --- | --- | --- | --- | --- | --- | --- |
| COc1ccccc1N1CCN(C(=O)c2ccc(Cl)c(S(=O)(=O)N3CCCC3)c2)CC1 | 1.2 | 22 | 0 | 2 | i | -6 | -1.1 | 6 | -3 | 2 |
| Cn1c(=O)c(S(=O)C2CCCCC2)c(O)c2ccccc21 (stereo unspecified) | -0.9 | -14 | -3 | -12 | i | 10 | -0.9 | 1 | -11 | 0 |

An excerpt from above in order of their number in DNMT1 inh, descending.
molecule,DNMT1 inh
CC(C)(C)C(=O)Nc1nnc(SCC(=O)NCc2ccco2)s1,7
C[C@@H]1CN([C@@H](C)CO)C(=O)CCCn2nncc2CO[C@H]1CN(C)Cc1ccc2cccnc2c1,6
COc1ccc(N2CCN(S(=O)(=O)c3c(C(=O)N4CCOCC4)c(C)n(C)c3C)CC2)cc1,3
O=C(CN(Cc1ccc(Cl)cc1)C(=O)c1csnn1)NCc1ccccc1,0
CCCOc1ccc(/C=C/C(=O)N2CCOCC2)cc1,-2

From PubChem
